miR122 inh: miR-122 Renilla sensor signal increase in Huh7, primary screen, miR-122 inhibitor project, cell-based, single point, plate reader. Huh7 miR-122 Renilla luciferase sensor, 48 h; neutral wells = 0, positive control = 100. activation (reporter increase), % at 12.5 µM. 0.3% of 340,000 active. AID 602342, 2012;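 active = mean replicate activation score at least 90 and every replicate individually at or above 90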;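 note: higher luciferase means less miR-122 activity so hits act as miR-122 inhibitors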
RAD52 inh: RAD52 DNA annealing inhibitors, primary screen, biochemical, FRET, single point, set 2 | recombinant RAD52 DNA annealing, FRET fluorescence | inhibition, % at 18.7 µM | 0.46% of 360,000 active | AID 651710, 2012;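 active = every replicate showing at least 50% inhibition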
PglD inh: C. jejuni PglD acetyltransferase inhibitors, primary screen, biochemical, DTNB colorimetric, single point; UDP-N-acetylbacillosamine N-acetyltransferase PglD (Campylobacter jejuni); purified PglD enzyme, DTNB colorimetric CoA detection; inhibition, % at 12.5 µM; 0.098% of 360,000 active; AID 602405, 2012; in the data active = inhibition above about 16%, passing the limit was not always enough; note: strong numbers were not always called active
RAD54 branch: inhibitors of human RAD54 branch migration, primary screen, biochemical, fluorescence, single point. inhibition, % at 10.4 µM. DNA repair and recombination protein RAD54-like (Homo sapiens), Q92698. 0.14% of 360,000 active. RAD54 Holliday junction branch migration, FAM/BHQ fluorescence. AID 602329, 2012;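 active = mean normalized replicate activity at least 40 and at least half of replicates scoring 40 or more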;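 note: 0% = median of neutral control wells and 100% = median of positive control wells; inhibitors cause a drop in the FAM fluorescence signal; in these data hits start at about 50%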
Target sequence (Q92698 whole entry, looked up): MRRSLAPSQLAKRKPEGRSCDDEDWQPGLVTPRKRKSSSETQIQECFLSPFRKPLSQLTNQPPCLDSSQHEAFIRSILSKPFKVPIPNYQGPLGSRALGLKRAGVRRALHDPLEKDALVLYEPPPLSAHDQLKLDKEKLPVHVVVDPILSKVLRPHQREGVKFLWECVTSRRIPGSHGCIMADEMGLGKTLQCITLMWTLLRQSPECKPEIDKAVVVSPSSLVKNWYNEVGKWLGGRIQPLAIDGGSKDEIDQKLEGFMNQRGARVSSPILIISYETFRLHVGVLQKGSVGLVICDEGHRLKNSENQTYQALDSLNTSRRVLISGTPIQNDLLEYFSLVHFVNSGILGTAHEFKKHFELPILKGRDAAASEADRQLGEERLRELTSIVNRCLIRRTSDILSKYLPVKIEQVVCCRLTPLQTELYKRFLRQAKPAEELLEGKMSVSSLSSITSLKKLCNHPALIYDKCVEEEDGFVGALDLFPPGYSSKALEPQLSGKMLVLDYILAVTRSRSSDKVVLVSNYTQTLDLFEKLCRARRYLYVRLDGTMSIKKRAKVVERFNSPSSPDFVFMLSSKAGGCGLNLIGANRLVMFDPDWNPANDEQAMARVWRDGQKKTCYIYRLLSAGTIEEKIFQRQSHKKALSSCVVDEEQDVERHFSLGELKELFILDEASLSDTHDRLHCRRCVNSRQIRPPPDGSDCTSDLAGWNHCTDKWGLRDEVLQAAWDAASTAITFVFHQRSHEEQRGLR
E-sel inducer: E-selectin induction in HUVECs, primary screen, imaging, HUVEC, immunofluorescence imaging, single point; normalized: neutral wells 0, TNF-alpha wells 100; activation, % at 7.58 µM; 0.37% of 260,000 active;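 active = mean E-selectin-positive cell signal at least 10% of the positive control, reached in at least 60% of replicates, without over 20% cell loss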;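 note: in these data hits start at about 27%; measured in HUVEC primary endothelial cells; signal is the percent of cells scored E-selectin positive by PE staining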
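Assay system: HUVEC primary endothelial cells. Input: 3,000 HUVEC seeded per well. Doses: one compound dose added by pin transfer. Read-out basis: % PE-positive cells. Benchmarks: TNF-alpha high, DMSO low. Detection: immunofluorescence imaging. Buffer or medium: EGM-2, gelatin.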
Cneo AK release: Cryptococcus neoformans cell lysis inducers, primary screen, AK release luminescence, single concentration; C. neoformans lysis, adenylate kinase release luminescence, 4 h; normalised: neutral wells 0, clomiphene wells 100; lysis activity, % at 15 µM; 0.2% of 360,000 active; AID 651654, 2012;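 active = mean lysis activity across replicates of at least 80%, whatever share of replicates individually reach that level; inactive = mean lysis activity below 80%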
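Material: C. neoformans cells; Schedule: 4 h static compound exposure, 37 °C, read 1 h post-reagent; Measured by: adenylate kinase release luminescence; Read-out: signal increase indicating cell lysis; Controls: Clomiphene as positive lysis control.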
PGC1a acetyl inh: inhibitors of PGC1a acetylation signal, primary screen, cell-based, U2OS, AlphaScreen, inhibitor mode | 0.17% of 350,000 active | inhibition, % at 15.6 µM | AlphaScreen anti-acetyl-lysine; with virally co-expressed GCN5 acetyltransferase;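 active = every replicate shows inhibition of at least 40%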;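 note: 0% = neutral control wells and 100% = positive control wells; some results beyond the cut were filed as inactive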
ERAP1 HTS inh: human ERAP1 aminopeptidase inhibitors, primary screen, biochemical, single point, plate reader; recombinant ERAP1, Leu-AMC fluorescence, 60 min; inhibition, % at 10.7 µM; 0.15% of 340,000 active; AID 652197, 2013;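 active = mean replicate inhibition of at least 30%, or all replicates individually reaching that 30% level; inactive = mean below 30% and not every replicate reaching it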;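 note: 0% = neutral control wells and 100% = L-leucinethiol positive control wells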
* marks the source's active call; other numbers are inactive results; / = not tested or not shown; [ ] = remark or other dose.

SMILES	miR122 inh	RAD52 inh	PglD inh	RAD54 branch	E-sel inducer	Cneo AK release	PGC1a acetyl inh	ERAP1 HTS inh
COc1ccc(C(=O)NC(C)c2nccs2)cc1OC1CCN(C(C)C)CC1 (configuration not stated)	-1	-20	-2	0	0.0	-1	-1	0
CN(CCC#N)C(=O)COC(=O)[C@H](Cc1ccccc1)N1C(=O)c2ccccc2C1=O	6	-15	-3	6	26	0	-5	-3
CC(=O)N(C)C[C@H]1Oc2cc(C#Cc3ccc(F)cc3)ccc2S(=O)(=O)N([C@H](C)CO)C[C@@H]1C	30[16.7 µM]	4	2	-7	-0.3	110*	23	-2
CCCNC(=O)N(C)C[C@@H]1Oc2ncc(C#CC3CC3)cc2C(=O)N([C@H](C)CO)C[C@@H]1C	1[16.7 µM]	-4	-1	4	-0.2	1	5	-1
Nc1ccc(S(=O)(=O)NCC(=O)OCCOc2ccccc2)cc1[N+](=O)[O-]	/	-8	7	3	/	3	/	-4
CC(C(=O)OCC(=O)Nc1ncc(Cl)cc1Cl)N1C(=O)c2ccccc2C1=O (configuration not stated)	-36	/	5	9	/	1	0	/
CC1CCN(S(=O)(=O)c2ccc(C(=O)N(C)C3CCS(=O)(=O)C3)cc2)CC1 (configuration not stated)	-2	-11	5	4	-0.1	1	/	-1
Cc1[nH]c2ccccc2c1/C=N/NC(=O)c1cccc([N+](=O)[O-])c1	-2	-3	/	/	57*	/	-12	0
COc1cc2c(cc1OC)C1(Nc3c-2c(-c2ccccc2)nn3-c2ccccc2)C(=O)Nc2ccccc21 (configuration not stated)	-2	/	-5	-5	/	-4	-12	/
COc1cccc(/C=C/C(=O)OCC(=O)NC2CCCC2)c1	-5	-7	-5	8	/	-1	1	-2

Some entries already given, reduced to PglD inh, E-sel inducer and ERAP1 HTS inh:
| smiles | PglD inh | E-sel inducer | ERAP1 HTS inh |
| --- | --- | --- | --- |
| CC(C(=O)OCC(=O)Nc1ncc(Cl)cc1Cl)N1C(=O)c2ccccc2C1=O (configuration not stated) | 5 | / | / |
| CC1CCN(S(=O)(=O)c2ccc(C(=O)N(C)C3CCS(=O)(=O)C3)cc2)CC1 (configuration not stated) | 5 | -0.1 | -1 |
| Cc1[nH]c2ccccc2c1/C=N/NC(=O)c1cccc([N+](=O)[O-])c1 | / | 57* | 0 |
| COc1cc2c(cc1OC)C1(Nc3c-2c(-c2ccccc2)nn3-c2ccccc2)C(=O)Nc2ccccc21 (configuration not stated) | -5 | / | / |

Some of the entries above, set out differently:
SMILES | miR122 inh | RAD52 inh | PglD inh | RAD54 branch | E-sel inducer | Cneo AK release | PGC1a acetyl inh | ERAP1 HTS inh
Cc1[nH]c2ccccc2c1/C=N/NC(=O)c1cccc([N+](=O)[O-])c1 | -2 | -3 | / | / | 57* | / | -12 | 0
COc1cc2c(cc1OC)C1(Nc3c-2c(-c2ccccc2)nn3-c2ccccc2)C(=O)Nc2ccccc21 (configuration not stated) | -2 | / | -5 | -5 | / | -4 | -12 | /

(listing goes on)
SMILES	miR122 inh	RAD52 inh	PglD inh	RAD54 branch	E-sel inducer	Cneo AK release	PGC1a acetyl inh	ERAP1 HTS inh
C[C@@H]1CCCCO[C@@H](CN(C)C(=O)Nc2ccc3c(c2)OCO3)[C@@H](C)CN([C@H](C)CO)C(=O)c2cc(NS(C)(=O)=O)ccc2O1	3[16.7 µM]	8	1	1	-0.2	-1	2	-1
COc1ccc(N2CCN(CC(=O)NCc3ccccc3)CC2)cc1	-2	-6	3	-3	3.1	0	/	/
COc1ccc(CNC(=O)O[C@H]2Cn3c(=O)ccc(=O)n3[C@@H]3CN(S(=O)(=O)c4ccc(C)cc4)C[C@]23O)cc1OC	1	-6	3	-3	/	0	6	-1
COc1cccc(NC(=O)N(C)C[C@H]2Oc3cc(C#Cc4ccc(F)cc4)ccc3S(=O)(=O)N([C@@H](C)CO)C[C@H]2C)c1	-4[16.7 µM]	12	2	-17	0.0	2	-5	3
Cc1noc(C)c1C(=O)OCC(=O)Nc1ccc(N2CCOCC2)cc1	-6	9	3	1	0.0	-1	-3	5
COC(=O)/C=C1\SC(=NC(=O)c2cccc([N+](=O)[O-])c2)NC1=O	-6	-3	-1	7	/	-3	5	-4
Clc1cccc(/C=N/Nc2ncnc3ccccc23)c1	6	/	0	-6	/	-3	5	/
COc1cccc(S(=O)(=O)N[C@@H]2CC[C@@H](CCn3cc(-c4ccccc4)nn3)O[C@H]2CO)c1	/	-14	0	-2	0.7	-1	-7	6
CCc1nnc(NC(=O)c2ccc3c(=O)n4c(nc3c2)CCC4)s1	-2	-8	2	8	-0.1	-1	6	-1
Cc1ccccc1C(=O)NCC(=O)OC(C)C(=O)Nc1cccc(S(=O)(=O)N2CCOCC2)c1 (configuration not stated)	/	1	6	8	1.2	0	-29	0
COc1cc(/C=N/NC(=O)COc2ccccc2C)ccc1OC(=O)c1cccs1	1	/	2	1	/	-1	5	/
C[C@H](O)C#Cc1ccc([C@@H]2[C@@H](CO)N3CCCCN(CC4CCOCC4)C[C@@H]23)cc1	-2[16.7 µM]	13	1	2	-0.1	0	-1	1
CCCCOC(=O)NC1CCS(=O)(=O)C1 (configuration not stated)	-5	/	5	0	/	1	/	/
COc1ccc(NC(=O)Nc2ccc3c(c2)[C@H]2C[C@H](CC(=O)N(C)C)O[C@@H](CO)[C@H]2O3)cc1	3[16.7 µM]	-7	0	2	-0.5	-16	-4	1
COc1ccc(C(C(=O)NC2CCCCC2)N(Cc2ccco2)C(=O)c2ccccn2)c(OC)c1 (configuration not stated)	1	-11	-1	-3	/	0	1	-2
Cc1onc(-c2ccccc2)c1C(=O)N1CCN(CCc2ccccc2)CC1	3	/	-1	0	/	-1	5	/
CC(C)C(NC(=O)C1CCCCC1)C(=O)Nc1ccccn1 (configuration not stated)	0	/	1	0	/	0	-3	/
O=C(C[C@@H]1CC[C@@H]2[C@H](COC[C@H](O)CN2C(=O)c2ccccc2F)O1)N1CCCCC1	7[16.7 µM]	-6	0	5	-0.1	-6	13	1
C#CCn1c(S(=O)(=O)Cc2ccccc2Cl)nc(-c2ccccc2)c1-c1ccccc1	0	/	-2	7	/	2	-9	/
Cc1ccc(S(=O)(=O)N(C)C[C@H]2Oc3c(NS(=O)(=O)c4ccccc4)cccc3C(=O)N([C@H](C)CO)C[C@H]2C)cc1	-1[16.7 µM]	4	-2	-1	-0.8	-4	-4	-2
Cc1cccc(NC(=S)NCc2ccco2)n1	-1	-16	4	-5	4.1	25	-11	2
O=C(C[C@@H]1CC[C@H]2[C@@H](COC[C@@H](O)CN2S(=O)(=O)c2ccccc2)O1)Nc1ccccc1	36[16.7 µM]	-18	1	-1	0.1	-1	6	-4
CCCN(CCC)S(=O)(=O)c1cccc(C(=O)Nc2ccc3c(c2)OCO3)c1	10	/	-3	-6	/	-2	5	/
COc1cc(-c2[nH]ncc2CN2CCN(Cc3cccs3)CC2)cc(OC)c1OC	-7	-17	1	7	-0.1	0	/	7
CCN(CCCNC(=O)COc1cc(=O)n(C)c2ccccc12)c1cccc(C)c1	-6	/	-2	3	/	2	-2	/
CO[C@@H]1CN(C)C(=O)c2ccc(NC(=O)C3CCC3)cc2OC[C@H](C)N(Cc2ccncc2)C[C@@H]1C	-2[16.7 µM]	9	-2	-6	-0.1	1	/	-1
Cc1cccc(COc2ccc(/C=C3/C(=O)N(C)C(=S)N3C)cc2)c1	-1	-7	-1	-1	/	2	71*	-5
C/C=C/c1cnc2c(c1)C(=O)N([C@@H](C)CO)C[C@H](C)[C@H](CN(C)C(=O)Nc1ccc(F)cc1)O2	9[16.7 µM]	18	10	1	-0.1	-2	-1	-1
COc1ccccc1NC(=O)c1cc(-c2ccc(OC)c(OC)c2)nc2ccccc12	-3	-5	-2	-4	-0.1	0	-2	1
CCOC(=O)C1(C)CCCN1C(=O)c1ccc(C(=O)OC)cc1 (configuration not stated)	-4	-14	-1	-7	0.1	1	8	1
COCc1cc(C)n(CC(=O)Nc2ccccc2C(=O)OC)c(=O)c1C#N	-4	/	1	-16	/	-1	-1	/
O=c1[nH]ncn1-c1ccccc1C(F)(F)F	3	/	-2	-7	/	0	2	/
O=S(=O)(NCCO)c1cccc2cccnc12	-6	-18	-4	-11	/	1	7	/
CC(=O)Nc1ccc(NS(=O)(=O)c2ccc3ccccc3c2)cc1	105*	/	1	0	/	-9	-4	/
Cc1ccc(C(=O)OCc2nnc(-c3ccccc3)o2)cc1S(=O)(=O)N1CCOCC1	0	-35	2	-17	-0.1	9	-4	0
CCCOc1ccc(C(=O)Nc2ccc(CN3CCOCC3)cc2)cc1	/	-14	3	-16	/	-15	/	-1
O=C(COC(=O)c1cc(=O)c2ccccc2o1)NCc1ccc(Cl)cc1	-9	-8	4	2	0.5	1	2	-1
COC(=O)COn1c(SC(C)C)nc2ccccc2c1=O	10	4	-3	5	/	/	5	0
CC(C)CN(C(=O)C1=NN(c2ccccc2)C(=O)CC1)c1c(N)n(Cc2ccccc2)c(=O)[nH]c1=O	/	-12	1	-15	/	0	7	-3
COc1ccccc1-c1noc(CCC(=O)Nc2cccnc2)n1	11	-11	-3	1	0.8	1	20	-2
CC1O[C@@H]2O[C@](O[C@H](C)CC[C@@H](C)O)(c3ccccc3)O[C@@H]2C[C@H]1O (some centres not stated)	/	-6	-2	-1	-0.1	6	/	-1
C[C@@H]1CN([C@@H](C)CO)C(=O)CCCn2nncc2CO[C@@H]1CN(C)C(=O)Nc1cccc(F)c1	-9[16.7 µM]	4	4	5	0.1	-3	5	-1
COc1cccc(CNC(=O)CN(C)S(=O)(=O)c2ccc3c(c2)CC(C)N3C(C)=O)c1 (configuration not stated)	-1	-2	-3	-11	/	-3	-7	-2
O=C(Cc1ccccc1)NCC(=O)Nc1cccc(Br)c1	8	-6	-1	5	-0.9	-1	-4	0
O=c1[nH]cccc1-c1nc2ccccc2n1Cc1ccc(F)cc1	2	-13	-4	-10	0.0	2	/	5
C[C@H](CO)N1C[C@H](C)[C@@H](CN(C)C(=O)Nc2ccccc2)OCCCC[C@H](C)Oc2ccc(NS(=O)(=O)c3ccccc3)cc2C1=O	9[16.7 µM]	-24	1	1	/	-6	7	-1
O=C(Nc1ncc2c(n1)-c1ccccc1CC2)c1ccccc1	6	/	1	-7	/	-2	-11	/
Cc1cc(C(=O)N/N=C/c2ccc(N(C)C)o2)cs1	-5	-20	-1	-14	/	-3	/	3
CCN(CC)c1ccc(CNc2ccc(Br)cn2)cc1	-2	/	-4	-5	/	5	3	/
CCOC(=O)c1cccc(C(=O)OCC)n1	1	/	-1	12	/	5	5	/
Going on with the list:
SMILES	miR122 inh	RAD52 inh	PglD inh	RAD54 branch	E-sel inducer	Cneo AK release	PGC1a acetyl inh	ERAP1 HTS inh
CCCc1nnc(NS(=O)(=O)c2ccccc2)s1	4	-8	2	-29	/	-2	/	-1
COCCCNc1nc2ccccc2nc1NS(=O)(=O)c1cccc(C)c1	4	-8	-2	-1	/	0	-1	2
CCOC(=O)c1c(O)c2cc(Cl)ccc2n(CC)c1=O	-6	-24	11	-5	0.2	0	7	0
COc1ccc2[nH]c(C(=O)N3CCC(n4nccc4NC(=O)C4CC4)CC3)c(C)c2c1	-1	-7	-6	-4	/	0	5	2
O=C(O)C1CCCN1S(=O)(=O)c1ccc2ccccc2c1 (configuration not stated)	9	/	0	-1	/	-8	13	/
O=C(Nc1nnc(CCN2CCOCC2)s1)c1ccccc1	1	-1	-2	-13	/	0	/	0
CCOC(=O)c1c(C)nc2ccccc2c1C	0	/	-3	-5	/	-2	-6	/

An unsorted share of the library; about 1.4% have a hit in one of these screens.
